Pf Dd2 growth: blocks in vitro growth of P. falciparum Dd2. Potency, µM (highest dose often 28.9 µM), inactives show at the top dose activity, negative = inhibition, actives largely listed as inhibitors. 120,000 compounds, 4.3% hits. AID 1347417. P. falciparum Dd2 growth, SYBR Green, 72 h; active = well fitted inhibition curve with a large enough effect; inconclusive = small, poorly fitted or top-dose-only effect; inactive = no such curve, though single readings can be large or run the other way;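 note: plate controls were DMSO vehicle for no effect and reference drug for full effect; nearly all actives have a fitted effect of over 65% in size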
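Infected erythrocytes (Dd2, 0.3% parasitemia, 2.5% hematocrit final) are added to compound in RPMI-1640/Albumax II medium, grown 72 h at 37C in low oxygen, then lysed with saponin/Triton-X containing SYBR Green and read by fluorescence.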
Active calls of the source: *; i = inactive; ? = inconclusive; [ ] = dose if it differs, or a comment. Potency is the fitted concentration of half-maximal effect. Not all compounds are listed. The share of hits here may be higher or lower than overall.

mol	Pf Dd2 growth
COc1ccccc1C(=O)NC1CCN(c2cc(C(F)(F)F)ncn2)CC1	?
O=C(NCCc1noc(-c2ccccc2)n1)c1ccoc1	i
COc1ccc(CC(=O)Nc2ccc(=O)n3c2[C@@H]2C[C@@H](CN(C(=O)c4ccc(OC)cc4)C2)C3)cc1	-21%
COc1ccc(-c2n[nH]c3c2CC(=O)N(Cc2ccccn2)C3)cc1F	-16%[44.1 µM]
O=C(NCc1ccc2c(c1)OCO2)C1CCCN(c2nc3ncccc3o2)C1 (stereo not drawn)	-23%
c1c(CN2CCCC3(CCCO3)CC2)nn2c1CNCCC2 (stereo not drawn)	3%
COC[C@@H]1CN(C(=O)c2ccc3[nH]ccc3c2)C[C@H]1c1ccncc1	-9%
COc1ccccc1C(=O)N1CCC2(CC1)c1nccn1-c1ccccc1CN2C	i[5.79 µM]
Cn1cc(CN2CCOCCNC(=O)CC2)c2ccccc21	?
O=C(CCn1cnc2ccccc2c1=O)N[C@@H]1COCC[C@H]1Oc1ccccn1	-6%
CC(C)c1noc(CC2CCN(C(=O)c3ccc(F)cc3Cl)CC2)n1	6%
CCN(CC)C[C@H]1O[C@H](Cc2cc(-c3ccc(F)cc3)on2)CC[C@@H]1O	7.1µM*
O=C(Cc1ccccc1)N1CCCN(c2cc(-c3ccc(Cl)cc3)[nH]n2)CC1	-21%
OC1CC(c2cc(N3CCC(c4nnc5n4CCCCC5)CC3)ncn2)C1 (stereo not drawn)	-9%
Cc1ccc(CNC(=O)c2cnn3c(C)c(Cc4c(F)cccc4Cl)c(C)nc23)cc1	24%
CCOC(=O)CSc1nc2sc3c(c2c(=O)n1-c1ccc(OC)cc1)CC(C(C)C)OC3 (stereo not drawn)	6%
Cc1ccc(COC(=O)c2ccc(-c3nnn(Cc4ccc(C)cc4)n3)cc2)cc1	13%
COc1ccccc1C(=O)Nc1cccc(C(=O)OCc2cc(=O)n3nc(C4CC4)sc3n2)c1	i
O=C(Nc1ccc(F)c(Cl)c1)C1CCN(S(=O)(=O)c2ccc3[nH]c(=O)ccc3c2)CC1	-8%
Cc1cc(C)cc(C(=O)Nc2nnc3n2CCS3)c1	15%
Brc1cccc(-c2nnn3c2nc(NC2CCCCC2)c2ccccc23)c1	21%
O=C(CCc1ccccc1)N1CCNc2cnc(Nc3cccnc3)nc2C1	i
CNC(=O)[C@@H](c1ccc(OC)cc1)N1CCC[C@H]1C(=O)N1CCC1	-7%[44.1 µM]
CCCCCSc1nnc2c(n1)[nH]c1c(C)cccc12	4µM*
COc1ccc(OC)c(NC(=O)c2cnn(-c3ccc(C)cc3)c2C2CCNCC2)c1	?
CC(C)OCCCNC(=O)CN1C(=O)COc2ccc(S(=O)(=O)N3CCCCCC3)cc21	7%
COc1ccc(CCC(=O)NC2CC(=O)N(c3ccc(C)c(C)c3)C2)cc1 (stereo not drawn)	11%
COCc1nc(C2CCN(C(=O)NC3CCCCC3)C2)no1 (stereo not drawn)	-1%
CCCCNC(=O)CC(c1cccc([N+](=O)[O-])c1)c1c[nH]c2c(CC)cccc12 (stereo not drawn)	?
CC(=O)N1CCC2(CC1)CN(C(=O)C1CCN(C)CC1)Cc1ccccc1O2	2%

Reformatted field by field: entries from further up
O=C(CCc1ccccc1)N1CCNc2cnc(Nc3cccnc3)nc2C1
  Pf Dd2 growth = i
CNC(=O)[C@@H](c1ccc(OC)cc1)N1CCC[C@H]1C(=O)N1CCC1
  Pf Dd2 growth = -7%[44.1 µM]
CCCCCSc1nnc2c(n1)[nH]c1c(C)cccc12
  Pf Dd2 growth = 4µM*
COc1ccc(OC)c(NC(=O)c2cnn(-c3ccc(C)cc3)c2C2CCNCC2)c1
  Pf Dd2 growth = ?

Following part:
mol	Pf Dd2 growth
CC(C)(C)C1CCc2onc(C(=O)Nc3sc4c(c3C(N)=O)CCCC4)c2C1 (stereo not drawn)	-25%
COc1ccccc1CN1CCN(C(=O)CC2CCOCC2)CC1	?
CC(C)(N)C(=O)N1CCCC(N2CCN(c3cccc(Cl)c3)CC2)C1 (stereo not drawn)	?
COCCn1c(CNCc2ccc3c(c2)OCO3)nnc1C1CC(N)C1 (stereo not drawn)	-5%
O=C([C@@H]1C[C@H](F)CN1S(=O)(=O)Cc1cccc(Cl)c1)N1CCCCC1	i
O=C(CC(c1ccccc1)c1ccccc1Cl)N1CCOCC1 (stereo not drawn)	-1%
O=C(O)C1=NOC2CN(Cc3ccccc3)CC12 (stereo not drawn)	14%[44.1 µM]
Cc1ccc(-n2nc3ccc(NC(=O)c4cc5ccccc5o4)cc3n2)cc1	17%
COc1ccccc1CCN1Cc2cc(NC(=O)Cc3cccs3)ccc2OC(C)C1=O (stereo not drawn)	11µM*
COc1ccc(N2CC(NC(=O)/C=C\c3ccc4c(c3)OCO4)CC2=O)cc1 (stereo not drawn)	26%
O=C(NC[C@H]1O[C@@H](CO)[C@@H](O)[C@H]1N1CCCCC1)c1ccccc1	-23%[44.1 µM]
CN1CCCN(C(=O)CN2CC3CC(C2)[C@H]2CCCC(=O)N2C3)CC1 (stereo partly drawn)	5%
Cc1nn(CC(=O)N2CCC(C)CC2)c(=O)c2cc3sccc3n12	56%[activator][5.79 µM]
CN(Cc1ccccc1)C[C@H]1CN2CC[C@H]1C[C@@H]2CNC(=O)c1ccc(N(C)C)cc1	?
CCc1noc(-c2cn(C3CCN(C(=O)c4ccco4)CC3)nn2)n1	?
COc1cc(NC(=O)C2(Cc3ccccc3)CCCCC(=O)N2)cc(OC)c1 (stereo not drawn)	i
O=C1COc2ccc(-c3ccccc3)nc2CN1Cc1ccccc1F	?
COc1cccc(-c2noc(CC3CCN(C(=O)c4cc(OC)c(OC)c(OC)c4)CC3)n2)c1	-6%
COC(=O)c1ccc(NC(=O)N2CCC(CN3CCc4ccccc4C3)CC2)cc1	?
CCn1ncnc1C(C)NC(=O)c1coc(COc2ccc3c(c2)OCO3)n1 (stereo not drawn)	12%
O=C(O)[C@H]1C[C@@H](C(=O)N2CCCC2)CN(Cc2ccc(F)cc2F)C1	3%
CCCCNc1oc(-c2ccc(COc3ccccc3C)o2)nc1C#N	11µM*
C=CCO[C@@H]1CCN2C(=O)c3cc(-c4ccccc4)ccc3NC(=O)[C@H]12	-7%[44.1 µM]
c1ccc(-c2nnc(CN3CCN(c4ccccn4)CC3)o2)cc1	9%
CCc1nncn1C1CCN(C(=O)Nc2ccc(F)c(Cl)c2)C1 (stereo not drawn)	0%
CCOC(=O)c1ccc(NC(=O)C(CC)Sc2nnc3c4ccccc4n(C)c3n2)cc1 (stereo not drawn)	-3%
CNC(=O)C1(N2CCC[C@H]2C(=O)N2CCCCCC2)COC1	40%[44.1 µM]
CCOC(=O)C1=C(C)N=C2SC=C(CC(=O)NCc3ccco3)N2C1c1ccccc1Cl (stereo not drawn)	-11%
CCOc1cc(=O)n2c(c1C(=O)Nc1ccccc1CC)CCCC2	80%[activator]
CCc1cc(C(=O)NCc2ccc(F)cc2)no1	8%

Quoted from the listing.
Pf Dd2 growth result of COc1ccccc1CCN1Cc2cc(NC(=O)Cc3cccs3)ccc2OC(C)C1=O (stereo not drawn) stands at 11µM*
Pf Dd2 growth result of CCn1ncnc1C(C)NC(=O)c1coc(COc2ccc3c(c2)OCO3)n1 (stereo not drawn) stands at 12%

New compounds follow
SMILES,Pf Dd2 growth
NCc1ccc(-c2cccc(O)c2)cc1,?
Clc1cccc(-c2csc(-c3nc(-c4ccc(Br)s4)cs3)n2)c1,0%
Cc1cc(C)n(-c2nc(C)c(C)c(=O)n2CC(=O)Nc2ccc(Cl)c(Cl)c2)n1,i
O=C(C[C@@H]1O[C@H](CNC(=O)c2ccccc2)[C@@H](O)[C@H]1O)NCCN1CCOCC1,54%[activator][44.1 µM]
CSc1ncc(C(=O)N2CCN(c3cc(Cl)ccc3C)CC2)c(C)n1,i
Cc1cc(CN2CC(Oc3ccc4c(c3)OCO4)C2)no1,18%[44.1 µM]
CCN1CCN(CCNC(=O)c2cc(-c3ccc(Cl)cc3)cn2CC)CC1,?
Cc1noc(C)c1CCCNC(=O)c1ccc(N2CCN(CC3CC3)CC2)nc1,-12%
O=C(c1ccncc1)N1CCC[C@H]1c1nc(-c2ccccc2)no1,-23%
COCC1CN(Cc2ccc(Cl)c(F)c2)CC12CCNCC2 (stereo not drawn),?
Cc1cccc(CNC(=O)CN2C(=O)CCCc3ccccc32)c1,37%[activator]
O=C(c1ccc(Cn2ccn3nc4c(c3c2=O)CCCC4)cc1)N1CCN(c2ccccc2F)CC1,?
C[C@@H](NC(=O)[C@@H]1C[C@@H](NS(=O)(=O)c2cn(C)cn2)CCN1C(=O)c1ccco1)C(N)=O,17%
CNC(=O)[C@@H]1CN(C(=O)c2conc2C)C[C@H]1COC,23%
O=C(Cn1c(=O)nc(-c2ccccc2)c2ccccc21)NCc1ccc(Cl)cc1,-9%
COC[C@H]1CCCN1C[C@@H]1C=C(C)[C@H](Cc2nnc(-c3cccnc3)o2)C[C@H]1C(C)C,?
CCC(CC)c1cc([C@H]2CN3CC[C@H]2C[C@@H]3CNC(=O)CCCC(=O)O)nc(-c2ccncc2)n1,?
O=C([C@H]1O[C@H](CCN2CCN(c3ccccc3)CC2)CC[C@@H]1O)N1CCOCC1,2%[44.1 µM]
COc1ccccc1-n1cc(C(=O)NC(Cc2ccco2)C(=O)O)cn1 (stereo not drawn),-9%
CCOC(=O)CSc1nc2c(sc3cccc(F)c32)c(=O)n1Cc1ccc(OC)cc1,1%
CCCOCCNC(=O)c1c(C)noc1-c1cccs1,i
COCCNC(=O)C[C@@H]1C[C@H]2O[C@H](CNC3CCOCC3)[C@@H](O)[C@H]2O1,-19%[44.1 µM]
CN(C)C[C@H]1C[C@@H](CO)CN(C(=O)c2ccccc2OC(F)(F)C(F)F)C1,?
CCCCNc1nc2c(-c3cccc(Br)c3)nnn2c2ccccc12,25%
C[C@@H]1CN(Cc2nnnn2CC(=O)NC2CCN(Cc3ccccc3)CC2)C[C@H](C)O1,-6%

(more compounds)
SMILES,Pf Dd2 growth
Cc1ccc(C(=O)N(C)Cc2ccc(F)cc2)cc1,-2%[44.1 µM]
COCC1CN(C(C)=O)CC12CCN(C(=O)NCc1ccc(F)cc1)CC2 (stereo not drawn),38%[activator]
COC(=O)CN1C(=O)[C@@H]2C[C@@H](O)CN2C2(CN(C3CCCC3)C2)C1=O,0%[44.1 µM]
CCc1nnc(NC(=O)c2nc(SCc3cccc(C)c3)ncc2Cl)s1,15%
Cc1nc(N2CCC(NC(=O)C3CCC3)CC2)cc(C(F)(F)F)n1,i
CCCOc1cccc(C2c3c(-c4ccccc4O)n[nH]c3C(=O)N2Cc2ccco2)c1 (stereo not drawn),5.6µM*
Cc1cccc(CCCNC(=O)C2CC(=O)N(Cc3cccnc3)C2)c1 (stereo not drawn),-2%
CO[C@H]1C(=O)N(C(C)C)[C@H]1C1CCNCC1,28%
CN1C(=O)C2(CCN(C(=O)c3ccc4c(c3)OCO4)C2)c2ccccc21 (stereo not drawn),-4%
CC(C)Cc1ccc(CN2CCC3(CC2)Cc2ccccc2CNC3=O)cc1,11µM*
Cc1cccc(CN2CCCN(S(=O)(=O)c3ccccc3)CCC(=O)NCC2)c1,?
O=C(c1ccccc1F)N1CCC2(Cc3ccccc3NC2=O)C1 (stereo not drawn),i
COCC(=O)Nc1ccc(-c2c(-c3cccc(OC)c3)nn(-c3ccccc3)c2OC(C)=O)cc1,-22%
Cc1cccc2c1nc1n2[C@@H](CNC2CCC2)COC1,?
COCc1cn2c(=O)n(C)cc(-c3ccnc(OC)c3)c2n1,-11%[44.1 µM]
O=C(O)CCc1nc(C2CCOCC2)nn1CC1CCCCC1,5%
Cc1ccc(CN2CCC(N3CC(OCC4CC4)C34CCOCC4)CC2)s1 (stereo not drawn),10µM*
O=C(c1cc(F)ccc1F)N1CCC(n2cc(-c3nc(-c4ccccc4)no3)nn2)C1 (stereo not drawn),?
Cc1cc(-n2c(/C=C/c3cccs3)nc3ccccc3c2=O)ccc1Br,-22%
CCOc1ccc(CN2CCN(Cc3ccc4c(c3)c3ccccc3n4CC)CC2)cc1,?
COc1ccc(C(=O)N(Cc2cc(OC)c(OC)c(OC)c2)C2CCS(=O)(=O)C2)cc1Cl (stereo not drawn),22%
COc1ccc(C(=O)N2CC[C@@H](CC(=O)O)[C@@H](CCN3CCCN(C(C)=O)CC3)C2)cc1,30%
COc1ccc(C(=O)N[C@@H]2CCC[C@@H]2C(=O)NCCC(C)C)cc1,-10%
Cc1cccc(C(=O)Nc2nc(-c3nnn(-c4cc(F)ccc4F)c3C)ns2)c1,12%
COc1cc2c(cc1OC1CCCC1)NC(=O)C21CCN(Cc2ccccc2O)CC1,?
CCn1cc(S(=O)(=O)N2CCC3(CC2)C(C(=O)O)CC(=O)N3C)c(C)n1 (stereo not drawn),-5%
CC(C)c1noc(-c2cn(C3CCN(C(=O)c4ccc(F)c(F)c4)CC3)nn2)n1,i
Cc1nc(CN2C(=O)OC3(CCN(Cc4c[nH]c5ccccc45)CC3)C2(C)c2ccccc2)cs1 (stereo not drawn),-1%

Reformatted as labelled records: part of the list above.
SMILES: CC(C)c1noc(-c2cn(C3CCN(C(=O)c4ccc(F)c(F)c4)CC3)nn2)n1
  Pf Dd2 growth: i
SMILES: COc1cc2c(cc1OC1CCCC1)NC(=O)C21CCN(Cc2ccccc2O)CC1
  Pf Dd2 growth: ?
SMILES: COCC1CN(C(C)=O)CC12CCN(C(=O)NCc1ccc(F)cc1)CC2 (stereo not drawn)
  Pf Dd2 growth: 38%[activator]
SMILES: O=C(c1ccccc1F)N1CCC2(Cc3ccccc3NC2=O)C1 (stereo not drawn)
  Pf Dd2 growth: i

Source: PubChem BioAssay (National Center for Advancing Translational Sciences (NCATS))
